Insulin prom inh = TRM-6 insulin promoter activity inhibition; 0.9% of 130,000 active; inhibition, % at 2 µM; TRM-6 cells (human fetal islet line), insulin promoter-eGFP reporter, imaging; reporter expression induced with tamoxifen;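 active = inhibition above the mean plus 3 SD, with well images judged a real hit on visual review, cut at about 60% in these data, passing the limit was not always enough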
SDO1 yeast rescue = sdo1-depleted yeast growth rescue; S. cerevisiae sdo1-depleted JHY4D growth rescue, OD600 30 h; hits give high values; pdr5 snq2 efflux-pump mutant strain; z-score at 10 µM; 0.21% of 140,000 active;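 active = z-score above 3 at both the 24 hr and the 30 hr optical density reads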;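 also: z-score against mean and SD of all compound wells on the same plate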
SDO1 yeast rescue Rescue 24 h = second read-out of SDO1 yeast rescue, no call of its own (marks repeat the call); z-score; S. cerevisiae sdo1-depleted JHY4D growth rescue, OD600; measured here: growth rescue at 24 h;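 0 is the plate mean of compound wells and units are plate SD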
Starred values were filed as active, the others as inactive; / = no result given. These rows are one share of the data; the hit share may differ from the screen's.

SDO1 yeast rescue Rescue 24 h	SDO1 yeast rescue	Insulin prom inh	Compound
-0.79	-0.1	/	CC(=O)NC1C(OCc2ccccc2)OC(CO)C(OC(C)=O)C1OC(C)=O (stereo not given)
2	1.8	7	COc1ccc(C(=O)C2CN(c3ccccc3)CC2c2ccc(Cl)cc2)cc1 (stereo not given)
-0.39	0.65	-33	COc1ccccc1N(CC(=O)NC1CCCC1)C(=O)CCC(=O)Nc1cc(C)on1
0.39	0.43	14	COc1ccccc1/C=N/NC(=O)CCSc1ccccc1
-0.03	-0.63	-10	O=C(c1cnn2c1NC(c1ccc(Br)cc1)CC2C(F)(F)F)N1CCN2CCCC2C1 (stereo not given)
/	/	-6	Cc1ccc(NC(=O)CN(C)C(=O)CSc2nc(C)cs2)cc1
0.1	1.4	4	CCOC(=O)N1CCN(C(=O)c2cccc(NC(=O)c3ccco3)c2)CC1
-0.78	-0.34	-20	CCOC(=O)c1c(C)[nH]c(C)c1C(=O)CSc1nc2ccccc2c(=O)n1-c1ccccc1C
/	/	-31	CCOC(=O)c1ccc(NC(=O)N2CCOCC2)cc1
-1.3	-1.4	/	CC1CCN(C(c2ccc(N(C)C)cc2)c2nnnn2Cc2ccccc2)CC1 (stereo not given)
/	/	-33	CN(Cc1c(F)cccc1Cl)C(=O)c1cc2ccccc2o1
-0.99	-0.96	-217	Cc1ccc(-c2csc(NC(=O)CSC3=NCCS3)n2)cc1
-0.38	0.33	/	CCOC(=O)N1CCC(Nc2c(N3CCN(c4cc(Cl)ccc4C)CC3)c(=O)c2=O)CC1
2.3	1.5	61	CCN(CC)S(=O)(=O)c1cccc(C(=O)Oc2cccnc2)c1
/	/	-24	COC(=O)c1ccc2c(=O)n(Cc3ccco3)c(SCC(=O)Nc3cc(C)on3)nc2c1
-0.08	-0.46	50	CCc1cccc(NC2c3ccccc3C(=O)N2c2cccnc2)c1 (stereo not given)
-0.79	-0.25	/	COc1ccc(NC(=O)CN(C)S(=O)(=O)c2cccs2)cc1
-0.45	-0.31	/	CCOc1ccc(-c2cc(C(=O)Nc3ccc4c(c3)OCCO4)c3ccccc3n2)cc1
-0.09	0.16	4	COc1ccc(NC(=O)c2ccccn2)cc1OC
0.96	1.2	14	O=C1CC(c2ccccc2)CC(O)=C1C=Nc1ccccc1Cl (stereo not given)
1.4	1	-17	Cc1cc(C(=O)NCc2cccs2)c(C)o1
/	/	8	COc1ccc(N2CCN(C(=O)COc3ccc4c(C)cc(=O)oc4c3)CC2)cc1
1.8	1.4	/	CCOc1ccccc1CNC(=O)C1CCC(=O)N1C(C)C (stereo not given)
-1.4	-2.1	15	O=C(Nc1ccccc1)N1N=C(c2cccs2)CC1c1cccs1 (stereo not given)
/	/	-183	COc1ccc(-c2ccc(SCC(=O)NCc3ccc4c(c3)OCO4)nn2)cc1OC
-0.26	-1.2	17	COc1ccc(/C=C/C(=O)c2ccc3c(c2)OCO3)c(OC)c1
/	/	15	CC(C)CNC(=O)C(=O)NC1CCCC1
0.85	1.2	/	COc1ccc(/C(C)=N\NC(=O)CSc2nnc(C)s2)cc1
-0.34	-0.04	15	COCCCn1c(SCC(=O)NC2CCCCC2)nnc1-c1ccncc1
-0.04	0.42	-6	Cc1cccc(OCC(O)CN2CC3(C)CC2CC(C)(C)C3)c1 (stereo not given)

Later entries.
SDO1 yeast rescue Rescue 24 h	SDO1 yeast rescue	Insulin prom inh	Compound
-0.36	-0.15	/	O=c1cc(NCc2ccc3c(c2)OCO3)[nH]c(=O)n1-c1ccc(Cl)cc1
0.02	0.45	15	O=C(CCc1ccccc1)NNC(=O)c1ccccc1Br
-1.9	-1.3	7	O=C1CC(c2ccco2)Cc2nc(Nc3ccc(F)cc3)ncc21 (stereo not given)
0.45	-0.06	-100	Cc1ccc(NC(=O)Cc2noc3ccccc23)c(C)c1
-0.41	0.09	-26	CCOC(=O)Cn1c2[n+](c3ccccc31)CC(O)CS2 (stereo not given)
-0.81	0.29	-8	COc1ccccc1N(CC(=O)Nc1ccccc1C)S(C)(=O)=O
0.87	1.2	-67	COCCNC(=O)C1CC(=O)N(C2CCCCC2)C1 (stereo not given)
0.03	0.86	/	O=C(NCCCN1CCCCC1)C1(S(=O)(=O)c2ccc(Cl)cc2)CC1
/	/	-33	ClC1(Cl)CC1CSc1ncn[nH]1 (stereo not given)
-1.2	-1.3	-18	COc1ccc(-c2noc(CCC(=O)N3CCN(c4cc(C)ccc4C)CC3)n2)cc1
-0.78	-0.07	29	O=C(NC(=S)Nc1ccc2[nH]ncc2c1)c1ccccc1
-0.54	-0.57	-43	CCOC(=O)N1CCN(C(=O)CSc2nnc(-c3ccc(C(C)(C)C)cc3)o2)CC1
/	/	-43	COC(=O)c1ccc(CSc2nc3sc(C(=O)O)c(C)c3c(=O)[nH]2)cc1
-0.62	-1.1	-10	CCCC/C=C/C(NC(=O)CCc1ccccc1)c1ccccc1 (stereo not given)
-0.68	-0.21	46	O=C(CN1C(=O)C2C3C=CC(C3)C2C1=O)NCCc1ccccc1 (stereo not given)
1.1	1.2	18	Cc1ccccc1C(=O)NNC1=NCCC1
0.07	0.41	-20	Cc1cccc(Nc2cc(=O)[nH]c(=O)[nH]2)c1C
1.6	-0.3	/	C=CCOn1c(=O)c(-c2cc3ccccc3o2)[n+]([O-])c2ccccc21
-0.12	-0.28	0	O=C(CCC1COc2ccccc2O1)NCC1COc2ccccc2O1 (stereo not given)
/	/	-244	COc1ccc(CNC(=O)CN2C(=O)NC3(CCCCCC3)C2=O)cc1OC
/	/	14	COC(=O)CC(NC(=O)Nc1ccc(C)cc1)c1cccc([N+](=O)[O-])c1 (stereo not given)
0.01	0.23	0	CCOc1nc(Nc2ccc(OC)cc2)nc(OCC)n1
0.5	1.1	/	Cc1ccn2cc(C(=O)Nc3ccc4c(c3)OCCO4)nc2c1
0.32	0.53	-8	CCN1/C(=C2\C(=O)N(c3ccccc3)N=C2C)C=Cc2cc(C)ccc21
-0.55	-1.1	-22	c1ccc(-c2ccnc3nc(N4CCN(c5ccccc5)CC4)nn23)cc1
/	/	50	Cc1ccsc1C(=O)N1CCC(CO)(Cc2ccccc2)CC1
1.4	-0.17	/	O=C(Nc1c2c(nc3ccccc13)CCCC2)c1ccccc1Br
-0.72	-1.9	-53	Cc1ccccc1C(=O)c1cccn1CC(=O)NCCN1CCN(c2cccc(C)c2C)CC1
1.9	1.4	13	NC(=O)NC(c1ccccc1)c1ccccc1
-0.65	-0.58	33	CCN(CC)S(=O)(=O)c1cccc(C(=O)Nc2cc(C)cc(C)c2)c1

Continued:
SDO1 yeast rescue Rescue 24 h	SDO1 yeast rescue	Insulin prom inh	Compound
-2.1	-2.2	/	CCCCCCCOC(=O)C[N+](C)(C)CCOC1CC2CCC1(C)C2(C)C (stereo not given)
-0.27	0.36	-21	CN(C)CC(C)(C)CNS(=O)(=O)c1cccc(Cl)c1Cl
-1.4	-2	/	Cc1ccc(S(=O)(=O)N2CCN(c3ccc4nnc(-c5ccccc5)n4n3)CC2)cc1
-0.7	-0.37	50	O=C(Nc1ccc(S(=O)(=O)NCc2ccccc2)cc1)c1ccc(Br)o1
/	/	33	COc1ccccc1NC(=O)Nc1ccc2[nH]c(=O)[nH]c2c1
/	/	53	CCOc1cc(/C=N/NC(=O)Nc2ccccc2)ccc1O
-1.2	-0.19	-28	COc1ccc(C)cc1S(=O)(=O)Nc1ccc(F)cc1
2	1	-481	O=c1c2c(-c3ccc([N+](=O)[O-])cc3)csc2nc2n1CCC2
-0.01	-0.59	7	Cc1cccc(NC(=O)COC(=O)Cc2c[nH]c3ccccc23)c1C
-0.12	0.23	-59	Cc1ccc(N=Cc2ccc[nH]2)c(O)c1
-0.8	-0.77	17	O=C(Nc1cc(Sc2nc3ccccc3s2)cc([N+](=O)[O-])c1)c1ccccc1F
-1.2	-0.89	7	CC(C)C(c1nnnn1C1CCCCC1)N1CCc2ccccc2C1 (stereo not given)
/	/	0	COC(=O)CSc1nc(NCc2ccccc2)nc(N(C)C)n1
-0.46	-1.1	/	O=C(c1ccc([N+](=O)[O-])cc1)N1CCOC12CCN(c1ncc(C(F)(F)F)cc1Cl)CC2
-0.89	-1.2	/	Cc1cccc(NC(=O)c2ccc(OCC(=O)NCc3ccccc3)cc2)c1C
/	/	9	CC(=O)c1cc(-c2ccccc2)n(CC(=O)NC2CCCCC2)c1C
-1.2	-1.5	9	CSc1nc(SC)c2c3c(oc2n1)COC(C)(C)C3
0.56	0.34	10	Cc1ccc(/C=C/C(=O)NCCCN2CCN(CCCNC(=O)/C=C/c3ccc(C)o3)CC2)o1
0.5	0.07	-6	COc1ccc(S(=O)(=O)N2CCN(CC(=O)Nc3cc(C(F)(F)F)ccc3Cl)CC2)cc1
/	/	36	O=C(c1ccccc1)N1CCCCC(Cl)C1=O (stereo not given)
0.85	0.43	56	Cc1ccc(-n2c(C)cc3c2CCCC3=O)cc1
/	/	-36	CCCNC(=O)C12CCC(C)(c3nc4cc(C)c(C)cc4nc31)C2(C)C (stereo not given)
-0.42	0.38	69	CC(C)Cc1nnc(NC(=O)CCC(=O)N2CCOCC2)s1
-0.27	0.17	73*	Cc1cc(C(F)(F)F)nc(SCc2ccc(C(=O)O)o2)n1
/	/	-5	Cc1ccc([N+](=O)[O-])cc1S(=O)(=O)N1CCNCC1
1.1	1.4	-53	O=C(O)C1CC=CCC1C(=O)Nc1ccc(F)c(F)c1 (stereo not given)
0.33	0.29	45	Cc1cnc(NC(=O)COc2ccccc2Cl)s1
-0.59	-0.02	43	O=C(NC1(C(F)(F)F)C(=O)Nc2c1c(=O)[nH]c(=O)n2Cc1ccccc1)c1ccc(Cl)cc1 (stereo not given)
0.11	0.3	/	CCN(CC)S(=O)(=O)c1ccc(NC2c3ccccc3C(=O)N2Cc2ccco2)cc1 (stereo not given)
/	/	5	COc1ccc(CCNC(=S)N2CCC(Cc3ccccc3)CC2)cc1OC

Gathered by group, the entries above containing a Cl atom (13)
SDO1 yeast rescue Rescue 24 h	SDO1 yeast rescue	Insulin prom inh	Compound
2	1.8	7	COc1ccc(C(=O)C2CN(c3ccccc3)CC2c2ccc(Cl)cc2)cc1 (stereo not given)
/	/	-33	CN(Cc1c(F)cccc1Cl)C(=O)c1cc2ccccc2o1
-0.38	0.33	/	CCOC(=O)N1CCC(Nc2c(N3CCN(c4cc(Cl)ccc4C)CC3)c(=O)c2=O)CC1
0.96	1.2	14	O=C1CC(c2ccccc2)CC(O)=C1C=Nc1ccccc1Cl (stereo not given)
-0.36	-0.15	/	O=c1cc(NCc2ccc3c(c2)OCO3)[nH]c(=O)n1-c1ccc(Cl)cc1
0.03	0.86	/	O=C(NCCCN1CCCCC1)C1(S(=O)(=O)c2ccc(Cl)cc2)CC1
/	/	-33	ClC1(Cl)CC1CSc1ncn[nH]1 (stereo not given)
-0.27	0.36	-21	CN(C)CC(C)(C)CNS(=O)(=O)c1cccc(Cl)c1Cl
-0.46	-1.1	/	O=C(c1ccc([N+](=O)[O-])cc1)N1CCOC12CCN(c1ncc(C(F)(F)F)cc1Cl)CC2
0.5	0.07	-6	COc1ccc(S(=O)(=O)N2CCN(CC(=O)Nc3cc(C(F)(F)F)ccc3Cl)CC2)cc1
/	/	36	O=C(c1ccccc1)N1CCCCC(Cl)C1=O (stereo not given)
0.33	0.29	45	Cc1cnc(NC(=O)COc2ccccc2Cl)s1
-0.59	-0.02	43	O=C(NC1(C(F)(F)F)C(=O)Nc2c1c(=O)[nH]c(=O)n2Cc1ccccc1)c1ccc(Cl)cc1 (stereo not given)

The listing continues.
SDO1 yeast rescue Rescue 24 h	SDO1 yeast rescue	Insulin prom inh	Compound
0.32	0.53	-24	CC1CCN(CC(=O)Nc2cccc(C(=O)Nc3cccc(C(F)(F)F)c3)c2)CC1
1.7	1.3	32	CCOc1cc(CN2CCN(CCOCCO)CC2)ccc1OC
0.28	0.62	/	Cc1cc(NCc2ccc3c(c2)OCO3)n2nc(C)nc2n1
-0.33	-0.02	-14	CC(C)NC(=O)Cn1c(SCC(=O)N2CCc3ccccc3C2)nc2ccccc21
-0.19	-0.19	-71	CC(C)OP(=O)(Nc1cccc2ccccc12)OC(C)C
-1.1	-2	/	COc1ccc(-c2nc(-c3cccs3)c(-c3cccs3)[nH]2)cc1O
1.6	0.93	/	c1c2c(cc3sc(N4CCOCC4)nc13)OCO2
1	0.47	-77	Cn1c(NCc2ccco2)nc2ccccc21
-0.62	-0.64	-70	CC[C@H](C)[C@@H](NC(=O)O[C@@H]1C(=O)c2cc(Br)ccc2O[C@H]1c1ccc2c(c1)OCO2)C(=O)OC
-1.1	-1.7	-64	COC(=O)c1cccc(-n2nnnc2SCC(=O)Nc2nc3c(s2)CCCC3)c1
0.03	0.32	-12	COc1ccc(NC(=O)COc2ccc(CNCCCN3CCOCC3)cc2OC)cc1
/	/	40	COc1ccc(-c2cc(-c3nnc(COC(=O)c4ccncc4)o3)c3ccccc3n2)cc1OC
-0.12	0.16	-24	O=C(Nc1nc(N2C(=O)c3ccccc3C2=O)n(-c2ccccc2)n1)c1ccc(F)cc1
-0.85	-0.29	/	CC(=O)N1CCC(N(C(=O)Nc2ccc(F)cc2)C2CCCC2)CC1
0.33	-0.07	24	Cc1ccc(C)c(C(=O)COc2ccccc2[N+](=O)[O-])c1
-0.93	-0.65	27	Cc1c(C(=O)Nc2c(C)n(C)n(-c3ccccc3)c2=O)oc2ccccc12
/	/	-24	C/[N+]([O-])=C\c1ccc([N+](=O)[O-])o1
0.2	1.1	44	Cc1ccc2c(c1)-c1c(cnn1CC(=O)O)CO2
-1.5	-1.3	14	OCCSc1nc(-c2cccnc2)nc2ccccc12
0.12	0.42	20	NC(=O)[C@@H]1CCCNc2c(I)cc([N+](=O)[O-])cc2C(=O)N[C@@H](CO)C(=O)NCC(=O)N1
/	/	-33	Cc1ccccc1NC(=O)NCc1ccc2c(c1)OCO2
/	/	17	Cc1ccc(S(=O)(=O)NNC2=NCCCCC2)cc1

Source: PubChem
